RXFP1 antag – qHTS Assay for Antagonists of the Relaxin Receptor RXFP1; Relaxin receptor 1 (Homo sapiens), Q9HBX9; HEK293-RXFP1, relaxin-stimulated cAMP HTRF, 30 min; active compounds read low; activity change, negative = inhibition, % at 57.5 µM; 0.59% of 350,000 active; AID 1259400, 2018;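 active = activity change of -60% or lower, but not beyond a set lower limit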; also: % is scaled to controls: 0 for no effect and ±100 for the full control effect
Target sequence (Q9HBX9 whole entry, looked up): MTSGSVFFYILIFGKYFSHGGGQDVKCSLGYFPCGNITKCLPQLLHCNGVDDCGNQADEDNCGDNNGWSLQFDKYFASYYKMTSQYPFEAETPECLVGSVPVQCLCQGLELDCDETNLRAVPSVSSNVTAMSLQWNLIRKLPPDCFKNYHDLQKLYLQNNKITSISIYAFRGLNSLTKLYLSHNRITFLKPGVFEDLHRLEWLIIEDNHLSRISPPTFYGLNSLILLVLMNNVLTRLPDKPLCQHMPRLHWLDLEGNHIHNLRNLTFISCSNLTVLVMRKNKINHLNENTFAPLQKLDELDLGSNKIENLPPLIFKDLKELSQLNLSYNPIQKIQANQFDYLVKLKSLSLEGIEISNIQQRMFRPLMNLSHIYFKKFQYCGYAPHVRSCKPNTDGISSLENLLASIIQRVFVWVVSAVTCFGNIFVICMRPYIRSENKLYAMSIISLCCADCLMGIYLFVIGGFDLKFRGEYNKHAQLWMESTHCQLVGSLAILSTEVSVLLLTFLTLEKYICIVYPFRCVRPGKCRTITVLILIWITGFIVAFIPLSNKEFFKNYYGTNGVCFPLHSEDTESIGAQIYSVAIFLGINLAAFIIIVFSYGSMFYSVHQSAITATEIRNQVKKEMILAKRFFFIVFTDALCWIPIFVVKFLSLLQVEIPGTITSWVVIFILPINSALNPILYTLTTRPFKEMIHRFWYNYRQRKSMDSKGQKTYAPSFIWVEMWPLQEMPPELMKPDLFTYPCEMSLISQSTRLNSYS
D1 potentiator – Potentiators of Human D1 Dopamine Receptor: qHTS. potentiation, % at 10 µM. 0.036% of 360,000 active. HEK293 TREx D1 cells, calcium flux, dopamine EC20 potentiation. D(1A) dopamine receptor (Homo sapiens), P21728; in the data active = potentiation above about 30%; also: 0% is about no effect
D1 agonist – Allosteric Agonists of the Human D1 Dopamine Receptor: qHTS; AID 504660, 2011; activation, % at 2 µM; HEK293 T-REx D1 cells, calcium flux, agonist mode; D(1A) dopamine receptor (Homo sapiens), P21728; 1% of 360,000 active; also: 0% is about no effect
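Tetracycline-induced HEK293 TREx D1 cells, force-coupled to calcium signalling, were dye-loaded with a no-wash calcium kit. Compound was pin-added after a 10 s baseline. Fluorescence was read kinetically at 1 cycle/s for 180 s, with calcium rises flagged as agonism.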
D2 antag – HTS Assay for Allosteric Antagonists of the Human D2 Dopamine Receptor: Primary Screen for Antagonists; 2% of 340,000 active; D(2) dopamine receptor (Homo sapiens), P14416; AID 485344, 2010; inhibition, % at 10 µM; HEK293 TREx D2 cells, calcium flux, dopamine EC80; in the data active = inhibition above about 30%; also: 0% is about no effect
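Cells plated overnight at 30 C with tetracycline; no-wash calcium dye, 30–90 min RT; 10 s baseline; compound pinned; 180 s read; EC80 dopamine added; another 180 s read.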
D1 antagonist – Antagonist of Human D 1 Dopamine Receptor: qHTS. D(1A) dopamine receptor (Homo sapiens), P21728. HEK293 TREx D1 cells, calcium flux, dopamine EC80; active compounds read low. activity change, negative = inhibition, % at 10 µM. 3.2% of 360,000 active. AID 504652, 2011; in the data active = activity change below about -30%; also: % is scaled to controls: 0 for no effect and ±100 for the full control effect
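Kinetic fluorescence of a calcium dye serves as the read-out. D1-expressing Hek293 Trex cells, induced overnight at 30 C, are exposed to compound for 180 s before an EC80 dopamine addition, then read 180 s further.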
D2 agonist – HTS Assay for Allosteric Agonists of the Human D2 Dopamine Receptor: Primary Screen for Agonists. D(2) dopamine receptor (Homo sapiens), P14416. HEK293 T-REx D2 cells, calcium flux agonist mode. activation, % at 2 µM. 0.53% of 340,000 active. AID 485358, 2010;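 active = activation over 3 SD above normal in the single-dose calcium agonist read, cut at about 30% in these data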; also: 0% is about no effect
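Calcium-flux readout, 1 cycle/sec over 180 s following compound pin transfer, in inducible HEK293 Trex D2 cells (force-coupled); dopamine controls included. Positive calcium responses during this window marked compounds as potential agonists.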
TRHR agonist – qHTS for Small Molecule Agonists and Allosteric Enhancers of Human TRH Receptor: Primary Screen for Agonists; Thyrotropin-releasing hormone receptor (Homo sapiens), P34981; TRHR cells, calcium flux fluo-8, FDSS agonist mode; activation, % at 2 µM; 0.18% of 360,000 active; AID 493084, 2011; also: 0% is about no effect
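Read-out: compound-evoked intracellular calcium rise in TRHR cells, fluo-8 dye, kinetic FDSS fluorescence at 1 s/cycle following a 10-cycle baseline. Cells cultured overnight before dye loading (30 min–1.5 h, RT).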
TRHR enhancer – qHTS for Small Molecule Agonists and Allosteric Enhancers of Human TRH Receptor: Primary Screen for Enhancers | enhancement, % at 2 µM | 0.66% of 360,000 active | Thyrotropin-releasing hormone receptor (Homo sapiens), P34981 | TRHR cells, fluo-8 calcium fluorescence, EC20 TRH enhancement; in the data active = enhancement above about 30%; also: 0% is about no effect
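TRHR-expressing cells loaded with fluo-8 calcium dye were read kinetically (ex 480/em 530) during compound addition, then stimulated with an EC20 of TRH (10 nM final). Enhancement of the Gq-mediated intracellular calcium response was scored.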
D2 PAM – HTS Assay for Positive Allosteric Modulators of the Human D2 Dopamine Receptor: Primary Screen for Potentiators; D(2) dopamine receptor (Homo sapiens), P14416; HEK293 T-REx D2, calcium flux, EC20 dopamine potentiation; potentiation, % at 10 µM; 0.34% of 340,000 active; AID 485347, 2010;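 active = potentiation over 3 SD above the plate norm, cut at about 30% in these data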; also: 0% is about no effect
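Using a no-wash calcium dye in inducible, force-coupled HEK293 Trex cells expressing D2, we tracked fluorescence each second for 180 s after compound, then for 180 s after EC20 dopamine to detect augmented signalling.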
* marks the source's active call; other numbers are inactive results; . = no result given. Rule as the data show it, unless noted: active = activation above about 30%; inactive = the rest.

smiles,RXFP1 antag,D1 potentiator,D1 agonist,D2 antag,D1 antagonist,D2 agonist,TRHR agonist,TRHR enhancer,D2 PAM
COc1cccc(C(C(=O)NC2CCCC2)N(Cc2ccccc2OC)C(=O)c2ccco2)c1 (stereo unspecified),-1,-2,1,13,0,1.2,0.4,-8,27
COc1ccc(CNC(=O)CN2CCN(S(=O)(=O)c3cccs3)CC2)cc1OC,-12,-4,1,8,-6,1.0,0.4,-2,6
O=c1c(C(c2ccc(O)cc2)c2c(O)nc3n(c2=O)CCS3)c(O)nc2n1CCS2,2,-3,3,3,-7,-1.1,-0.2,4,0
Cc1cccnc1NC(=S)Nc1ncccc1C,4,4,3,-16,-5,-1.4,-0.8,-12,13
COC(=O)c1[nH]c2ccccc2c1NC(=O)CCN1CCN(C2CCCCC2)CC1,.,1,0,1,22,0.9,0.0,-1,-7
CCOC(=O)C1=C(C)NC(C)=C(C(=O)OCC)C1/C=C/c1ccccc1OC,-20,4,3,.,8,.,-0.5,2,.
COc1ccc(OCc2nnc3n2N=C(c2ccccc2)C(CC(=O)O)S3)cc1 (stereo unspecified),-2,.,7,-15,1,-2.1,0.6,3,2
COc1ccc(NC(=O)CCN2C(=O)c3ccccc3C2=O)cc1,2,5,0,0,-18,0.7,-0.1,5,6
Cc1ccc(NC(=O)Cn2c(=O)n(CCCCC(=O)NCCc3ccccc3)c(=O)c3ccccc32)c(C)c1,.,0,0,.,-5,-0.4,-1.1,11,-6
CC(O)CNc1nc(Cl)c(C#N)s1 (stereo unspecified),13,-2,2,9,7,-0.1,0.5,2,5
C=CCOC(=O)C1=C(C)N=c2s/c(=C3\C(=O)N(CC(=O)O)c4ccccc43)c(=O)n2C1c1ccc(OC)cc1 (stereo unspecified),14,2,1,-20,1,1.0,0.1,-6,4
Cc1[nH]n(-c2ccc(C(=O)O)cc2)c(=O)c1CCO,8,9,0,-1,5,1.3,-0.3,1,1
O=C(CN1CCSCC1)N/N=C/c1ccc(F)cc1,13,0,1,9,0,-0.4,0.1,4,-2
O=C(c1ccc(Cl)s1)N1CCCC(N2CCN(c3ccc(F)cc3)CC2)C1 (stereo unspecified),4,-4,2,-13,-7,0.2,-1.5,-1,-3
C=CCn1c(C(C)NC(=O)c2ccc(C)cc2)n[nH]c1=S (stereo unspecified),.,5,3,-4,0,-0.2,0.2,7,8
CCOC(=O)C(CSCC(=O)c1ccc(Cl)cc1)NC(=O)OC(C)(C)C (stereo unspecified),-10,-3,0,4,-5,0.4,-0.1,2,7
CN(C(=O)CSc1nc2c(c(=O)[nH]1)CCC2)c1ccccc1,1,3,0,6,10,-1.3,-0.7,-15,15
O=C(NCc1ccncc1)C1CCN(S(=O)(=O)c2ccc(F)cc2)CC1,-2,2,2,13,-4,0.2,0.7,2,-12
O=C(NCCCN1CCOCC1)c1ccc(Sc2ccc(Br)cc2)c([N+](=O)[O-])c1,-10,-1,3,-1,-4,1.7,-0.3,-3,-13
Cc1ccc(OCC(=O)Nc2nnc(-c3ccco3)s2)cc1,-10,-4,7,-14,-13,-0.5,2.8,8,-12
Cn1c2ccc(Cl)cc2c2nc3ccccc3nc21,.,.,1,-6,-11,0.8,-0.1,-9,17
O=C1NCCCC1C(=O)Nc1ccccc1C(F)(F)F (stereo unspecified),14,-3,2,-4,-7,-0.2,0.4,2,12
COCCNC(=O)c1ccccc1NC(=O)Nc1ccccc1,-4,-3,4,0,4,-0.1,0.0,4,10
CCCCCc1nc2c(c3c1CCCC3)CCCC2,-11,-8,2,12,7,-0.8,0.7,-3,-14
CCOC(=O)Cn1cc([N+](=O)[O-])c(OC)n1,-1,0,0,-24,-15,-1.0,0.8,-1,15
COc1ccc(C(C)=O)cc1CC(=O)Nc1ccc2c(c1)CCC2,15,-3,4,1,-2,-1.7,-0.5,13,-8
CCCOC(=O)CCCCC1SCC(NC(=O)OC)C1NC(=O)OC (stereo unspecified),-5,1,0,9,1,2.0,-0.2,-4,-7
O=C(O)C1CC1(c1ccccc1)c1ccccc1 (stereo unspecified),1,3,6,2,8,0.4,0.5,10,12
CCOC(=O)/C(=N\Nc1ccccc1Cl)N1CC(C)OC(C)C1 (stereo unspecified),-67*,5,2,11,13,-2.4,-0.7,7,3
C#CCOc1ccc(/C=N/NC(=O)c2cccnc2)cc1OCC,2,-2,4,10,-14,0.8,0.7,-1,3
COc1cccc2cc(C(=O)NCCc3ccccc3)oc12,8,-6,57*,.,-34*,.,2.5,7,.
COc1ccc(OC)c(CNC(=O)CCNC(=O)Cn2ccc3ccccc3c2=O)c1,-1,1,2,-1,33,-0.9,-0.4,2,7
CCn1cc(CN2CCc3c([nH]c4ccccc34)C2c2ccc(F)c(OC)c2)c(C)n1 (stereo unspecified),-11,-2,1,.,-12,.,1.2,-6,.
Cc1csc(=O)n1CCC(=O)OCC(=O)Nc1ncc(Cl)cc1Cl,-5,-3,0,-4,-2,-0.1,-0.5,6,-2
CCOCCCn1c(=S)[nH]c2cc(C(=O)N3CCN(C4CCCCC4)CC3)ccc2c1=O,-12,-2,1,5,1,0.0,-0.7,3,12
Cc1cccc(N2CCN(C(=O)Cn3ncc4c3-c3cc(C)ccc3OC4)CC2C)c1 (stereo unspecified),.,10,0,.,37,-0.3,-0.2,-8,-3
COc1ccccc1CC(=O)NC12CC3CC(CC(C3)C1)C2,6,1,1,6,-3,4.8,0.4,-1,1
CC(C)(C)N1C(=O)[C@H]2[C@@H](c3ccc(Br)cc3)N3C(=O)N(c4ccccc4)C(=O)[C@@]3(Cc3ccccc3)[C@H]2C1=O,.,-7,6,8,-5,1.8,0.4,-6,1
S=C(NCCc1ccccc1)Nc1ccc(Nc2ccccc2)cc1,-22,-3,3,10,-8,0.8,0.0,-7,5
Cc1cnn(C(=O)c2cc(-c3ccccc3)nc3ccccc23)c1,1,-4,3,55*,-14,-0.3,0.2,-11,-8
O=C1/C(=C/c2cccc([N+](=O)[O-])c2)CSc2ccc(Cl)cc21,-1,0,1,-5,-6,-0.9,0.0,-4,-1
Cc1ccccc1C(=O)N1CCC(C(=O)Nc2cc(C(F)(F)F)ccc2N2CCCC2)CC1,-14,-8,0,4,7,0.0,-0.4,-17,-5
O=C(CC1Oc2ccccc2NC1=O)NCCCN1CCOCC1 (stereo unspecified),.,4,-1,-11,2,1.7,0.2,-2,-9
O=C(NCc1nc2ccccc2[nH]1)C1=C[C@@H](C2CCCCC2)C[C@@H](OCCCCO)O1,.,-4,0,15,-2,-0.8,-0.8,1,-1
CC(=O)NCCn1c(SCc2ccccc2C)nc2ccccc2c1=O,-8,0,-1,-12,-2,1.8,1.1,3,-1
C=CCOc1ccc(/C=C2\C(=N)N3N=C(S(=O)(=O)CC)SC3=NC2=O)cc1OC,-9,-2,1,-5,5,0.2,0.1,11,.
Cc1cc(C)cc(NS(=O)(=O)c2ccc(-n3cccn3)cc2)c1,.,-4,1,.,-17,-1.1,-0.3,-2,-5
COc1ccc(C(=O)NNC(=O)CSc2nnc(C(C)C)n2C)cc1,2,-5,0,-6,3,0.4,0.1,6,0
Cc1ccc(-c2nnc(N(C)C(=O)c3ccncc3)s2)cn1,8,6,3,-6,13,0.1,0.1,1,7
C=CCn1c(=O)c2c(nc3n2CCCN3CCc2ccccc2)n(C)c1=O,-7,-2,4,20,1,0.3,-0.2,0,5

Following part:
smiles,RXFP1 antag,D1 potentiator,D1 agonist,D2 antag,D1 antagonist,D2 agonist,TRHR agonist,TRHR enhancer,D2 PAM
CCN(CC)c1ccc2cc(-c3nc(-c4ccccc4)no3)c(=O)oc2c1,3,9,317*,.,-34*,.,55*,4,-7
NC(=S)N/N=C/c1cccc(O)c1O,-26,-3,1,-6,4,0.1,0.0,18,-2
C/C(CC(=O)NC1CCCC1)=N\NC(=O)c1ccc([N+](=O)[O-])c(Cl)c1,26,-5,1,-4,20,-0.2,-0.1,38*,4
Brc1ccc(Oc2nnnn2-c2ccccc2)cc1,.,.,1,45*,-17,-2.7,-0.4,-13,-8

Profiles as entered above:
Profile of `CCN(CC)c1ccc2cc(-c3nc(-c4ccccc4)no3)c(=O)oc2c1` : RXFP1 antag: 3; D1 potentiator: 9; D1 agonist: 317*; D2 antag: .; D1 antagonist: -34*; D2 agonist: .; TRHR agonist: 55*; TRHR enhancer: 4; D2 PAM: -7
Profile of `NC(=S)N/N=C/c1cccc(O)c1O` : RXFP1 antag: -26; D1 potentiator: -3; D1 agonist: 1; D2 antag: -6; D1 antagonist: 4; D2 agonist: 0.1; TRHR agonist: 0.0; TRHR enhancer: 18; D2 PAM: -2

Screens from PubChem.
